Assay outcomes: PubChem BioAssay, The Scripps Research Institute Molecular Screening Center
UHRF1 binding: blocks human UHRF1 binding to methylated DNA; Q96T88; UHRF1 binding to methylated oligo, TR-FRET; inhibition, % at 4.4 µM; 0.75% of 370,000 active; AID 687016; in the data active means inhibition above about 21%;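 further: UHRF1 SRA domain binding a hemimethylated CpG hairpin DNA probe; 0% = median of test compound wells and 100% = reference inhibitor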
PLCb3 inh: PLC-beta3 (human) inhibition, primary screen. Purified PLC-beta3, fluorogenic substrate, fluorescence. inhibition, % at 12.2 µM. 0.18% of 370,000 active. AID 720704; in the data active means inhibition above about 11%;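 further: 0% = median of compound wells on plate and 100% = full blocker control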
ADAM17 inh: inhibitors of human ADAM17 | P78536 | recombinant ADAM17, EDANS/DABCYL FRET peptide cleavage | inhibition, % at 6.95 µM | 0.83% of 370,000 active | AID 720648;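 active means inhibition above the mean of compounds lying between control limits plus 3 SD, set per campaign, cut at about 8.5% in these data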;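 further: 0% = DMSO-only wells as the low control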
PLCg1 inh: PLC-gamma1 (human) inhibition, primary screen; P19174; purified PLC-gamma1, fluorogenic substrate, fluorescence; inhibition, % at 12.2 µM; 0.84% of 370,000 active; in the data active means inhibition above about 9.5%
ASAP1 inh: ASAP1 ArfGAP inhibition; ASAP1-stimulated ARF1 GTP hydrolysis, GDP FP detection; Q9ULH1; 0.19% of 360,000 active; inhibition, % at 16.5 µM; in the data active means inhibition above about 25%;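 further: 0% = vehicle with enzyme and substrate and 100% = no enzyme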
MBD2 DNA inh: inhibitors of human MBD2 binding to methylated oligonucleotide | Q9UBB5 | TR-FRET | inhibition, % at 4.4 µM | 0.31% of 370,000 active | AID 686964; in the data active means inhibition above about 13%
Target sequence (Q9UBB5 whole entry, looked up): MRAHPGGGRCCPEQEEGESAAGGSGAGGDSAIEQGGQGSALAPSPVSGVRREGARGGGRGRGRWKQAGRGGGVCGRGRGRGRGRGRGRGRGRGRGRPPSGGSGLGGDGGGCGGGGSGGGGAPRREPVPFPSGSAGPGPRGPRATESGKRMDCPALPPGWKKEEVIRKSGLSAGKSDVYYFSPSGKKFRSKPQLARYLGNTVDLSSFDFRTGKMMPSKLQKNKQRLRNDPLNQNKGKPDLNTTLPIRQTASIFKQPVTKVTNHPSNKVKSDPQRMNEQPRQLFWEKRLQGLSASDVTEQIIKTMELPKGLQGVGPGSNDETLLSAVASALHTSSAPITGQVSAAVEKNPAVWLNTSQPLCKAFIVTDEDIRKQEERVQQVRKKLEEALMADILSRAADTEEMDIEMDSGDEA
DDE Tn6 FP inh: inhibitors of Tn6 peptide binding to human fibrin DD(E). P02675. Fibrin DD(E) TRITC-Tn6 fluorescence polarization displacement. inhibition, % at 8.3 µM. 0.21% of 370,000 active. AID 720509;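 active means inhibition above a per-campaign cutoff: mean of compounds within control limits plus 3 SD, cut at about 15% in these data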;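 further: 0% = median of all compound wells on the plate and 100% = blocking peptide control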
Target sequence (P02675 whole entry, looked up): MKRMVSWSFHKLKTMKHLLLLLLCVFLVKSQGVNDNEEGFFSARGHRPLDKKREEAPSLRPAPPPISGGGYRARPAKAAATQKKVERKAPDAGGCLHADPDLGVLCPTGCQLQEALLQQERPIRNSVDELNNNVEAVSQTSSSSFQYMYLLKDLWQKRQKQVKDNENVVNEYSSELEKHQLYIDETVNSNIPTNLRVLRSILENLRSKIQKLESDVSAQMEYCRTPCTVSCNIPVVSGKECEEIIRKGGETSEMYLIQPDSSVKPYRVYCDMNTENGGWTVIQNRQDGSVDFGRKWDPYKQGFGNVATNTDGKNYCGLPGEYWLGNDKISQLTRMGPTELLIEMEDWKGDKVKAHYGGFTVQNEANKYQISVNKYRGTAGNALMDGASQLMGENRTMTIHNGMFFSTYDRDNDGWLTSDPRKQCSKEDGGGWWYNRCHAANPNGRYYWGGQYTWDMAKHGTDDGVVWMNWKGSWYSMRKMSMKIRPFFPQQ
DDE Tn7 FP inh: DD(E)-Tn7 binding inhibition, primary FP screen. inhibition, % at 8.3 µM. FP displacement of FITC-Tn7 peptide from fibrin DD(E); 0% = median of compound wells per plate. P02675. 0.13% of 370,000 active;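 active means inhibition above the mean of compounds falling within the control limits plus 3 SD of them, cut at about 14% in these data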;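 further: 0% = plate median of compound wells and 100% = 10 µM Aha-Tn7 peptide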
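Assay system: Fibrin-DD(E) protein isolated from polymerized human fibrin clots; read-out basis: percent inhibition; medium: Tris/NaCl/CaCl2 buffer, pH 7.8; signal: FP measurement; incubation: 10 min plus 3 h, room temperature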
KLK7 zymogen act: proKLK7 (human) activation, primary screen. purified proKLK7, EDANS-DABCYL substrate fluorescence; 100% is mature enzyme control, 0% vehicle. activation, % at 7 µM. 0.9% of 370,000 active. AID 652039;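 active means activation above the mean of all tested compounds plus 3 SD, computed per campaign excluding outliers beyond control limits, cut at about 13% in these data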
ARFGAP1 inhibitor: inhibitors of rat ARFGAP1 | Arfgap1-stimulated ARF1 GTP hydrolysis, GDP FP detection | 0.26% of 360,000 active | Q62848 | inhibition, % at 16.5 µM;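 active means inhibition above a per-plate limit, mean inhibition of low control wells plus 3 SD, cut at about 25% in these data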;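 further: 0% = DMSO wells with enzyme and 100% = wells lacking Arfgap1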
Target sequence (Q62848 1-136 limits assumed): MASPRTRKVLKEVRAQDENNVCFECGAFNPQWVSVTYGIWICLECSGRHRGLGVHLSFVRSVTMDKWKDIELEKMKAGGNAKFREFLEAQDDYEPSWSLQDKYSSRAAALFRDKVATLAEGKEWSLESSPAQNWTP
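Assay system: Rat Arfgap1 GAP domain (His6, aa 1-136), purified enzyme | Buffer or medium: HEPES 25 mM pH 7.5, NaCl 150 mM, MgCl2, DTT | Schedule: GTP hydrolysis reaction 2 h at 25 °C | Signal: FP of antibody-bound GDP Alexa 633 tracer, ex 620/em 688 nm | Measure: Percent inhibition of Arfgap1-stimulated GTP hydrolysis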
Numbers without * were called inactive; nt = no result given.

Order of values: PLCg1 inh, UHRF1 binding, ASAP1 inh, DDE Tn7 FP inh, ARFGAP1 inhibitor, DDE Tn6 FP inh, KLK7 zymogen act, ADAM17 inh, MBD2 DNA inh, PLCb3 inh
Cc1cc(C)nc(SCCn2c(N3CCOCC3)nc3c2c(=O)[nH]c(=O)n3C)n1
    0, -1, 5, -6, 3, -1, -0.2, 1, 0, 4
O=C(Nc1ccccc1F)c1ccc(CN2CCc3ccccc3C2)cc1
    -1, 4, 5, -5, 7, -5, -0.5, -2, -3, -3
CCc1nc2ccc(C(=O)N(CC)CCN(C)C)cn2c1N(C)Cc1cccs1
    -2, 2, -7, -4, 0, 2, 0.1, -5, -6, -2
O=C(OC1CCCCC1=O)c1ccc(S(=O)(=O)Nc2ccccc2)cc1 (stereo not given)
    3, -1, -8, -4, -5, 8, 0.2, 0, 0, -6
COc1ccc(CNC(=O)C2CCN(S(=O)(=O)c3cccnc3)CC2)cc1
    -1, 1, -7, -4, 12, 1, 0.5, 0, -4, -7
COc1ccc(S(=O)(=O)N(C)C[C@@H]2Oc3c(NC(=O)Nc4cccc5ccccc45)cccc3C(=O)N([C@@H](C)CO)C[C@H]2C)cc1
    -4, 1, nt, 2, nt, -4, nt, -3, -1, -12
C=CCn1c(SCC2CCCCO2)nc2sc(CC)cc2c1=O (stereo not given)
    1, 1, 12, -3, 8, -2, 0.6, -5, 4, -4
CC(SCc1cn2cc(Cl)ccc2n1)C(=O)O (stereo not given)
    -2, -2, 11, 1, -12, 1, 0.2, -2, -3, -3
Cc1ccc(NC(=O)CN2C(=O)NC(C)(c3ccc(Cl)cc3)C2=O)cc1S(=O)(=O)N1CCOCC1 (stereo not given)
    1, -1, 2, 0, 9, 0, 0.6, 5, 0, -1
CCN(C(=O)c1ccccc1)c1ccc([N+](=O)[O-])cc1
    6, -5, -1, -4, -2, 1, -0.1, 0, 1, 4
CCc1ccc(NC(=O)CSc2nnc(CNC(=O)c3ccc(OC)cc3)o2)cc1
    -2, -2, 4, 7, 8, 1, 0.0, 3, 2, -5
CCN(CC)c1c([N+](=O)[O-])c(=O)oc2ccccc12
    -3, -1, 7, 3, 0, 11, 0.2, -4, -8, -8
NC(=O)c1ccccc1NS(=O)(=O)c1ccccc1
    -8, -2, -6, 4, -9, -1, -0.5, -18, -7, -12
CCCCn1c(N)c(N(Cc2ccccc2OC)C(=O)COc2ccccc2OC)c(=O)[nH]c1=O
    3, -1, -2, -2, 3, -5, 0.2, -8, 3, -4
CCOC(=O)CN(C)Cc1cn(C)nc1-c1ccc(Oc2ccccc2)cc1
    0, -4, -11, 0, 6, 0, -0.4, 1, -1, -5
COCCNc1nc(NCc2ccccc2)nc2ccsc12
    7, 3, 2, 0, -4, 1, 1.5, -8, 9, -5
O=C(/C=C/c1cccs1)NC1CCCC1
    -4, -1, 1, 5, 6, -3, 0.3, -1, -1, -4
CC(C)Cn1c(N)c(S(=O)(=O)c2cccs2)c2nc3ccccc3nc21
    -281, -5, -10, -3, 27*, -2, -87, -425, -2, -361
COCCCn1c(SCC(=O)NC(C)(C)C)nnc1-c1ccccc1
    2, -3, 12, -5, 3, -7, -0.7, -2, 2, 2
Cc1cccc(-c2noc(CN(C(=O)CCc3ccccc3)C(C)C)n2)c1
    -2, 3, 3, 6, -6, 0, 1.1, -1, 1, -2
CN(C)CCN1C(=O)C(O)=C(C(=O)c2ccco2)C1c1ccccc1F (stereo not given)
    0, -1, -2, -9, 3, -10, -0.2, -1, 2, -1
Clc1ncnc2[nH]ccc12
    -3, 2, -9, 1, 3, -6, 0.2, -4, -1, 2
COc1ccc(N=C(c2ccccc2)c2c(C)[nH]n(-c3ccccc3)c2=O)c(OC)c1
    -3, -3, 8, 7, 1, -6, -1.3, 2, 3, -14
O=C1C2C3C=CC(CC3)C2C(=O)N1c1ccc([N+](=O)[O-])cc1 (stereo not given)
    0, 2, 4, -3, 2, -4, -0.2, -1, -2, -1
c1cncc(-c2nc(N3CCCCCC3)c3ccccc3n2)c1
    -37, 4, 11, 5, -14, -1, -0.7, -3, 2, -50
O=C1c2ccccc2C(=O)N1c1ccc(Cc2ccncc2)cc1
    3, -1, -9, -2, 7, -1, 0.6, 1, 5, -4
COc1ccc(C(=O)NC(C)CCc2ccccc2)cc1 (stereo not given)
    0, -1, -9, 3, 4, -13, -0.4, 0, -1, -5
CCc1sc(C(=O)N2CCCN(C)CC2)cc1Br
    2, -5, -7, 2, -7, 6, 0.1, -1, -8, -3
O=Cc1ccc2c(c1)CCN2Cc1ccccc1
    -7, -1, 8, 0, 6, 6, 0.1, -9, -1, -9
COc1ccc2sc(N(CCN(C)C)C(=O)c3ccc4ccccc4c3)nc2c1
    -2, 2, -2, -8, 9, 3, 0.3, 0, 3, -7
Cc1cccc2cc(CN(Cc3ccccc3)C(=S)NCCCN(C)C)c(=O)[nH]c12
    0, -1, -1, -5, -8, 5, 0.6, -3, 1, -2
Cc1c(CN2CCCCC2)c(O)n(CCO)c(=O)c1C#N
    -17, 1, 11, -5, 16, -3, 1.4, -3, -6, -12
CC(C)(C)C(=O)Nc1c(Br)c(C2CC2)nn1-c1ccccc1
    3, 1, 8, -4, 9, 2, 2.8, -1, -1, -14
COc1ccc(CN2C(=O)c3cccnc3C2=O)cc1S(=O)(=O)NCc1ccc(C)o1
    3, -3, 2, 0, 7, -3, 0.6, -5, 0, -10
CCCn1nnnc1SCC(=O)N(C(C)C)C(C)C
    -2, 3, 3, -1, -1, 0, -0.3, -8, 8, -1
COc1ccccc1C(=O)Nc1ccc(NC(=O)C2CCCCC2)nc1
    -2, 4, -1, -6, -11, 0, 0.1, -1, 4, -1
COc1ccc2cc(C(=O)Nc3ccc(Cl)cc3)sc(=O)c2c1OC
    3, 1, 56*, -1, 13, -8, 0.2, 1, -3, 1
COc1ccccc1C(=O)N1CCN(c2nc3cc(C)cc(C)c3cc2C#N)CC1
    -62, -4, 22, -2, 12, 1, -3.8, -62, -2, -88
Cc1cc(N2CCOCC2)n2nc(C(F)(F)F)c(-c3ccccc3)c2n1
    -4, 2, 8, 4, 7, 2, -0.1, -5, 8, -22
COc1cc(/C=C/C(=O)OCC(=O)NNC(=O)c2cc(Cl)ccc2OC)ccc1O
    -43, -4, 15, 1, -2, -5, -0.5, -10, 0, -63

An excerpt from above, reduced to PLCg1 inh and ASAP1 inh.
Structure	PLCg1 inh	ASAP1 inh
COc1ccc(C(=O)NC(C)CCc2ccccc2)cc1 (stereo not given)	0	-9
CCc1sc(C(=O)N2CCCN(C)CC2)cc1Br	2	-7
O=Cc1ccc2c(c1)CCN2Cc1ccccc1	-7	8
COc1ccc2sc(N(CCN(C)C)C(=O)c3ccc4ccccc4c3)nc2c1	-2	-2

(further entries)
Order of values: PLCg1 inh, UHRF1 binding, ASAP1 inh, DDE Tn7 FP inh, ARFGAP1 inhibitor, DDE Tn6 FP inh, KLK7 zymogen act, ADAM17 inh, MBD2 DNA inh, PLCb3 inh
COc1ccc(OC)c(C(=O)CSc2nc3c(c(=O)n(C)c(=O)n3C)n2C(C)C)c1
    2, 2, -5, -3, -2, -3, 0.3, -2, 0, 2
CCOc1ccc(C(=O)NCC(=O)Nc2ncccc2C)cc1OCC
    1, -3, 0, 4, -12, 3, 0.1, -4, 2, 5
O=C(Oc1cccc(C(=S)N2CCOCC2)c1)c1ccccc1
    -1, -1, -7, 2, -5, 7, 0.2, -1, 1, -3
Cc1ccc(S(=O)(=O)Nc2ccccc2C=NNC(=O)c2ccncc2)cc1
    -31, -2, -4, 3, 3, -1, 7.7, -1, -1, -38
CCOC(=O)c1nn(-c2ccc(F)cc2)c2nc(Nc3ccccc3)cc(=O)n12
    -3, -1, -11, -5, 1, -10, -0.1, 0, 1, -5
COc1ccc2c(/C=N/Nc3ccc(C(=O)O)cc3)c[nH]c2c1
    -95, 0, 17, 4, 0, -12, -1.7, -13, 3, -130
Cc1cc(N2CCN(c3ccccc3)CC2)nc(NCc2ccccc2)n1
    0, -4, 5, 5, -7, -4, 0.8, -5, -1, -2
Cc1ccc(OCCOc2cccc3ccc(C)nc23)c([N+](=O)[O-])c1
    2, -4, 12, -2, 4, 6, -0.1, 2, -3, -5
COc1ccc(C(=O)N2CCN(c3ccc(C(C)=O)cc3)CC2)cc1S(=O)(=O)N1CCCC1
    -15, -1, 0, 3, 2, -4, 0.2, -2, 0, -19
O=C(O)C1OC2OC3(CCCCC3)OC2C2OC3(CCCCC3)OC12 (stereo not given)
    1, 18, 10, 2, 17, -3, -0.5, -2, -1, 4
CC1=NN(c2ccccc2)C(=O)/C1=C/c1ccc[nH]1
    3, -8, 6, 1, -13, -1, 0.6, 7, -3, 5
CCOC(=O)N1CCC(NC(=O)CC2C(=O)NCCN2Cc2ccccc2F)CC1 (stereo not given)
    -20, 4, 12, 0, 4, 2, -0.4, -5, 1, -13
Oc1c(C=Nc2ccc(Cl)cn2)sc2ccccc12
    -9, -3, 3, -1, -5, 6, -0.1, -4, 0, -27
COc1cc2cnc(-c3ccccc3)c(C(=O)c3ccc(OCc4ccccc4)cc3)c2cc1OC
    0, 14, 13, -3, 13, -2, -0.2, 3, 1, -5
Cc1cc(C)n2nc(C(=O)NCC(=O)Nc3ccc(F)c(F)c3)nc2n1
    2, 1, -6, -1, 7, 0, 0.6, 0, -1, -4
CC(=O)c1cccc(S(=O)(=O)N2CCN(c3nc4cc(C)cc(C)c4cc3C#N)CC2)c1
    -9, 0, -2, -1, -12, -2, -0.5, -12, 4, -8
Cc1noc(C)c1C(=O)NCCc1ccccc1
    3, 3, 20, -1, 6, 5, 0.3, 2, 1, 3
COc1ccc(C2Nc3ccccc3C(=O)N2Cc2ccccc2)cc1CSc1ccccn1 (stereo not given)
    -30, -1, 7, 0, -5, -4, 0.3, -23, -1, -40
Cc1ccc(NC(=S)N(CCCN2CCN(C)CC2)Cc2cccs2)cc1
    -20, 25*, 4, 3, 11, -13, 0.8, -10, 16*, -26
CSc1nc(C)cc(OCC#N)n1
    -3, -1, 6, -2, 11, -1, 0.4, -4, -2, 2
Nc1[nH]c2cc([N+](=O)[O-])ccc2c1-c1ccccn1
    -46, -9, 3, -4, -3, -7, 0.2, 4, -12, -69
Cc1cc(OC(=O)c2cc([N+](=O)[O-])ccc2Cl)c([N+](=O)[O-])c(=O)[nH]1
    3, -2, 2, -4, -9, 2, -0.3, 1, -4, 6
Cc1cccc(NC(=O)C2CCN(S(=O)(=O)c3c(C)nn(C)c3C)CC2)n1
    -1, -1, 1, -3, -3, 9, -0.1, -1, -5, 1
O=C(CC12CC3CC(CC(Br)(C3)C1)C2)NCc1ccccc1
    0, 1, 3, 4, 6, 2, 0.2, -3, 5, -4
COc1cc(NS(=O)(=O)c2ccc(NC(C)=O)cc2)ncn1
    2, 15, 6, 2, 9, -3, 0.8, -1, 6, 6
COCCOC(=O)C1=C(C)Nc2ncnn2C1c1ccco1 (stereo not given)
    2, 0, 2, -3, -11, 4, 0.5, -2, 1, -3
CCCN1CCc2c(sc(NC(=O)c3ccc(S(=O)(=O)N(C)c4ccccc4)cc3)c2C(=O)NC)C1
    -178, -1, -3, 1, 5, 3, -12, 3, -5, -241
